Efflux pump inh – antifungal efflux pump inhibition, Nile Red retention; inhibition, % at 10 µM; 0.44% of 330,000 active; S. cerevisiae Candida pump triplex; AID 485275;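 active = plate passing quality check with inhibition over a set limit, or well fluorescence over plate mean plus 4 SD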;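 note: Nile Red retained in pooled yeast measured as flow cytometry median fluorescence; 0% = buffer negative control and 100% = Enniatin B positive control; higher means more Nile Red kept so more efflux inhibition; some compounds called inactive have numbers as strong as hits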
PREPL inhibitor – inhibitors of human prolyl oligopeptidase-like enzyme PREPL | 0.68% of 320,000 active | Q4J6C6 | inhibition, % at 5.96 µM | recombinant PREPL, fluorescence polarization activity-based probe | AID 2751; in the data active = inhibition above about 43%;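 note: 0% = enzyme with DMSO and 100% = wells lacking enzyme; many of its hits are not listed in these tables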
Target sequence (Q4J6C6 whole entry, looked up): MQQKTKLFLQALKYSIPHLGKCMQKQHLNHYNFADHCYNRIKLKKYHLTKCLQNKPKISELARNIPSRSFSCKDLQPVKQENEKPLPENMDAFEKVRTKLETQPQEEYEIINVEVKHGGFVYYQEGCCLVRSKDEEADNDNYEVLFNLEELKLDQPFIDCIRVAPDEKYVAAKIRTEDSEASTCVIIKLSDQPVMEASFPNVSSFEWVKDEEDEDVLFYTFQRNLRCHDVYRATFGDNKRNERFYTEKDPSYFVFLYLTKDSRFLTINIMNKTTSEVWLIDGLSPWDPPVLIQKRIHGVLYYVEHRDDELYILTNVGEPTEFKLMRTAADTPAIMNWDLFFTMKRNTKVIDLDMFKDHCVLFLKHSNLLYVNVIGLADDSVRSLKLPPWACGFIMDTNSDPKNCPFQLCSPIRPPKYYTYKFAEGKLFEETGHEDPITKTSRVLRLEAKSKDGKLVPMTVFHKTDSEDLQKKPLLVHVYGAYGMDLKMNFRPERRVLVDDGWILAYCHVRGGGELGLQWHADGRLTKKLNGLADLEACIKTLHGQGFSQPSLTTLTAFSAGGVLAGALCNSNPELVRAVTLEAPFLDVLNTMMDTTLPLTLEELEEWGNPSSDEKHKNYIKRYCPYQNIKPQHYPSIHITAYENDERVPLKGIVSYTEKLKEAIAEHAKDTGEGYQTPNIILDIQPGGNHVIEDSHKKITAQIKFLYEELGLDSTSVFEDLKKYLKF
LYPLA2 inh – LYPLA2 (human) inhibition in PME1 counter-screen | recombinant LYPLA2, FP-Rh probe fluorescence polarization | inhibition, % at 5.9 µM | 0.38% of 320,000 active | AID 2177;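 active = inhibition above the screen-wide mean plus 3 SD, limit set per campaign, cut at about 26% in these data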;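 note: 0% = LYPLA2 with DMSO and 100% = wells lacking LYPLA2 enzyme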
Target sequence (O95372 whole entry, looked up): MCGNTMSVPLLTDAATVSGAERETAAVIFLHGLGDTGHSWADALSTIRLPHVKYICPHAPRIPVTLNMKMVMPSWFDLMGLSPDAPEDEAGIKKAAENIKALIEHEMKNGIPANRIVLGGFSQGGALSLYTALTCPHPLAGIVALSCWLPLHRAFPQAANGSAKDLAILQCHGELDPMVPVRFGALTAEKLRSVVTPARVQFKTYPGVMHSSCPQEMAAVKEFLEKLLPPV
JMJD2C inh – human JMJD2C demethylase inhibition. Q9H3R0. GST-JMJD2C(1-420) H3K9me3 demethylation, DELFIA europium. inhibition, % at 2.35 µM. 0.069% of 330,000 active;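 active = more than half of a compound's replicate wells show inhibition beyond 50%, single wells judged on their own value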;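 note: signal counts dimethyl H3K9 product captured on neutravidin plate; 0% = median of DMSO wells and 100% = 0.3 times that DMSO median; strong numbers were not always called active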
TPT1 inhibitor – C. albicans TPT1 enzyme inhibition; AID 1962; recombinant caTPT1, FP RNA substrate dephosphorylation; inhibition, % at 5 µM; 0.81% of 300,000 active;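 active = inhibition above the mean of all tested compounds plus 3 SD, set per screening campaign, cut at about 24% in these data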;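 note: plate controls were DMSO alone for no effect and ferristatin control at 100 nM for full effect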
Fh CTSL1 inh – counter-screen for PFM18AAP inhibitors: inhibitors of F. hepatica cathepsin L1. inhibition, % at 5.96 µM. 0.49% of 300,000 active. recombinant F. hepatica cathepsin L1, Z-Leu-Arg-MCA fluorescence;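 active = inhibition above the mean of all tested compounds plus 3 SD, set per screening campaign, cut at about 17% in these data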;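 note: 0% = plate median of test compound wells and 100% = 1 µM Z-Phe-Ala-diazomethylketone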
PP5 inh – blocks human protein phosphatase 5 activity | P53041 | purified PP5c, OMFP substrate fluorescence | inhibition, % at 6.7 µM | 0.18% of 320,000 active | AID 1987;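 active = inhibition above the campaign's mean inhibition across all tested compounds plus 3 SD, cut at about 9.5% in these data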;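 note: 0% = DMSO only and 100% = 100 µM cantharidin control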
HCV core dimer – HCV core protein dimerization inhibition; TR-FRET GST/Flag-core106 dimerization, 1536-well; 0.33% of 300,000 active; inhibition, % at 5 µM;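 active = inhibition above the mean of all tested compounds plus 3 SD, set per screening campaign, cut at about 45% in these data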
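Assay system – GST-tagged and Flag-tagged HCV core protein residues 1-106 · Quantity – core106 proteins, GST 13.5 nM and Flag 17 nM · Benchmarks – unlabelled core106 and no-GST-core106 wells · Read-out basis – percent inhibition of core106 dimerization signal · Detection – time-resolved FRET, ex 340 nm, em 617 and 671 nm · Schedule – 4 h at 22.5 °C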
PP1 counter – PP1-alpha (human) inhibition in PP5 counter-screen; P62136; purified PP1alpha, OMFP fluorescence; inhibition, % at 6.7 µM; 0.9% of 320,000 active; AID 2235;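 active = inhibition above the mean inhibition of all tested compounds plus 3 SD, computed separately for each screening campaign, cut at about 15% in these data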
Active calls of the source: *; i = inactive; · = not tested or not shown. An excerpt. The share of hits here may be higher or lower than overall.

compound,Efflux pump inh,PREPL inhibitor,LYPLA2 inh,JMJD2C inh,TPT1 inhibitor,Fh CTSL1 inh,PP5 inh,HCV core dimer,PP1 counter
Cc1cn(CCC(=O)Nc2ccc(N3CCOCC3)cc2)c2ccccc12,-0.1,9.4,-4.3,i,-1.1,-2.3,-0.7,0.9,-3.5
Cc1cccc(NC(=O)c2nc[nH]c2C(=O)NCC(=O)OC(C)(C)C)c1,0.1,19.5,-3.7,-2.4,-3.1,-0.4,5.2,-6.3,1.0
CC(OC(=O)c1ccco1)C(=O)NC1CCCCC1 (stereo not given),0.0,2.5,8.1,6.2,-4.7,-20.1,1.6,-4.3,-1.6
COc1ccccc1NC1CCCCC1NS(=O)(=O)c1ccccc1 (stereo not given),0.0,16.9,8.6,-2.4,-1.3,-2.9,2.1,-2.8,-1.4
O=C1CCC(=O)N1c1ccc(NC2CCN(Cc3ccccc3)CC2)c([N+](=O)[O-])c1,0.0,-4.8,7.4,1.9,3.6,-3.2,-0.6,-2.1,3.9
Cc1nc2ccc(NC(=O)C(F)(F)F)cc2o1,0.1,19.4,7.4,4.4,0.4,2.0,-3.4,-0.3,-4.9
O=C(Nc1nc2ccc([N+](=O)[O-])cc2s1)c1ccncc1,-0.2,2.1,0.4,2.7,0.8,6.4,-0.9,-2.7,-6.6
O=C(c1cccc2ccccc12)N1CCN(CC2CC=CCC2)CC1 (stereo not given),0.0,3.8,1.3,-8.8,1.8,-0.5,2.9,3.0,-1.9
Cc1oc(C(C)(C)C)cc1C(=O)NCc1ccc2c(c1)OCO2,0.0,2.8,0.3,-8.7,0.7,1.2,-0.2,3.7,-4.8
Cc1cc(C)cc(NC(=O)CSc2nc(N)c(NC(=O)c3cccs3)c(=O)[nH]2)c1,0.0,-1.0,6.5,-9.5,3.1,4.2,-1.7,13.7,3.0
CC(=O)c1cccc(NC(=O)CN(C)Cc2ccc(OC(F)F)cc2)c1,0.0,25.4,4.4,-6.6,-5.2,3.9,1.0,-1.3,2.6
CN(C(=O)c1ccc2c(c1)CCO2)C(C)(C)C,0.0,-3.0,7.6,0.7,-0.8,-1.6,1.5,2.1,-2.4
Oc1ccc(/C=N/Nc2nc(-c3ccccc3F)nc3ccccc23)c(O)c1,0.0,30.3,-16.7,0.3,24.8*,3.4,2.5,-2.2,9.6
COc1ccc(N=C2SCC(c3ccccc3)=NN2C)cc1,0.1,17.4,-0.9,-14.2,4.6,3.4,-0.8,-2.4,0.3
O=C(/C=C/c1ccc(Cl)c(Cl)c1)N1CCOCC1,-0.1,-7.7,-1.1,4.9,-3.5,-0.2,0.7,0.1,-2.0
C/C(=N\NC(=O)CN1CCN(Cc2ccc(C)cc2)CC1)c1ccncc1,0.0,4.9,5.5,-11.3,-1.6,-2.5,3.0,0.3,-4.8
COc1ccc(CNc2ccc3cn[nH]c3c2)c(OC)c1OC,0.6,10.3,-3.5,-3.8,-1.6,1.1,0.4,-5.2,-2.3
CCOc1ccc(NS(=O)(=O)c2ccc3c(c2)CCN3C(C)=O)cc1,-0.1,-8.7,4.5,1.3,-3.3,2.3,3.1,0.4,-0.2
Cc1ccc(/C=C2\C(=N)N3N=C(CC(=O)N4CCCCC4)SC3=NC2=O)cc1,0.1,8.4,-2.4,2.1,3.4,1.0,-1.0,3.8,-1.2
Cc1ccccc1-n1ncc2c1CC(C)(C)CC2NC(=O)c1cn[nH]c1C (stereo not given),-0.4,-0.4,0.8,-7.9,-6.6,-1.4,1.3,-2.2,-1.4
COc1ccc(CNC(=O)Cn2nc(-c3ccc4c(c3)OCCO4)ccc2=O)cc1,0.8,8.6,-0.1,4.4,0.6,5.2,-0.5,-1.8,-2.0
O=C(O)c1ccc(/C=N/Nc2cccc(C(F)(F)F)c2)cc1,0.0,7.4,-1.3,33.7,1.7,7.2,0.0,0.2,3.7
N#C/C(=N\Nc1ccc(S(=O)(=O)N2CCc3ccccc32)cc1)C(N)=S,0.3,10.2,-11.4,-10.4,12.5,4.5,6.3,44.8,4.3
O=C(NCCC1CCCCN1S(=O)(=O)c1ccccc1)C(=O)NCc1ccccc1 (stereo not given),0.2,-28.5,-0.2,2.7,-0.4,-1.3,-1.6,1.2,-1.9
CC(C)NC(=O)CC(=O)N/N=C/c1ccccc1F,0.0,-0.4,-2.3,-3.8,3.7,-4.1,2.1,-0.9,0.4
COc1ccc(CCNC(=O)CCCOc2cccc(C)c2C)cc1OC,0.0,8.8,-0.1,0.9,5.0,-0.4,-0.9,1.7,-2.0
COc1nc(-c2ccccc2)ccc1-c1noc(-c2ccccc2F)n1,0.1,-1.4,-1.6,15.2,-1.3,-0.8,1.5,0.0,-2.0
O=C(NCCCn1ccnc1)c1cc(-c2cccc(O)c2)on1,0.0,1.4,1.9,-3.8,2.0,-0.7,-0.5,2.8,-5.4
Cc1ccccc1OCc1n[nH]c(=S)n1-c1ccccc1,-0.1,-8.9,-1.1,2.7,1.8,-3.6,-0.3,0.3,-2.0
COc1ccc(NC(=O)c2cccc(S(=O)(=O)NCc3ccccc3)c2)cc1S(N)(=O)=O,-0.3,-9.8,6.3,·,·,·,0.8,·,-2.4
CN(C(=O)CCc1nc2ccccc2s1)c1ccccc1,-0.1,-9.4,2.5,2.8,-1.8,0.8,-1.7,0.9,-4.6
CCOc1cccc(CN2CCCC(N3CCc4cc(OC)c(OC)cc4C3)C2)c1O (stereo not given),0.5,7.2,1.2,-5.7,3.4,-1.7,2.3,-0.9,-7.0
CCOC(=O)c1ccc(NC(=O)NCCc2ccccc2OC)cc1,0.1,-3.2,-10.2,8.0,-7.8,-1.3,3.3,1.9,2.2
CCOc1cc(NC(=O)C2CC2)c(OCC)cc1NC(=O)c1cccc(F)c1,-0.3,3.4,3.6,6.9,1.1,-0.7,-0.9,-11.2,-2.8
Cc1ccc(-c2nc3ccccc3nc2NN)cc1,0.1,-8.0,1.6,12.2,1.0,2.0,-2.2,-3.7,-2.3
S=C1NC2(CCCCC2)N=C1c1ccccc1,-0.4,-6.8,1.3,0.4,-2.8,-2.9,0.3,4.9,-3.8
C/C(=N\N1CCN(C)CC1)c1ccc(Cl)c(Cl)c1,0.1,15.8,9.2,-7.6,0.6,-3.1,-1.0,-5.6,-4.1
CCCc1cc(=O)oc2cc(OCc3nn[nH]n3)ccc12,0.1,-1.2,9.8,5.3,-0.3,-1.0,-0.3,-2.7,-0.8
CSc1ccccc1NC(=O)CN1CCN(S(=O)(=O)c2ccccc2[N+](=O)[O-])CC1,-0.3,3.2,1.0,8.1,·,·,3.1,·,2.9
COc1ccc(C)cc1NC(=O)c1ccccc1NS(=O)(=O)c1ccc(Cl)s1,0.1,1.4,1.1,17.3,-0.2,3.4,1.0,18.3,6.8
COc1ccc(C)cc1S(=O)(=O)NC1CCCCCC1,-0.2,9.8,3.3,-12.2,-4.2,3.7,-1.6,-11.9,-1.0
CCCNC(=O)c1[nH]c(C)c(C(C)=O)c1C,0.2,10.9,-1.2,10.2,3.3,-0.9,2.2,-0.5,-0.5
COc1ccc(OC)c(NC(=O)C2CCN(S(=O)(=O)c3ccc4c(c3)CC(C)N4C(C)=O)CC2)c1 (stereo not given),-0.3,8.2,2.7,66.3,2.1,3.1,2.8,1.7,-2.6
Cc1c(C(=O)OCC(=O)NCC2CCCO2)cccc1[N+](=O)[O-] (stereo not given),0.0,-3.6,-4.2,-20.8,-1.4,-0.1,-0.5,-1.2,-1.4
COc1cc(C)ccc1S(=O)(=O)N1CCN(C23CC4CC(CC(C4)C2)C3)CC1,0.3,0.2,7.4,-3.0,1.9,0.5,2.3,1.6,1.3
S=c1[nH]nc(-c2ccco2)n1/N=C/C(Cl)=C/c1ccccc1,0.1,2.1,2.4,21.0,0.0,2.2,-2.8,8.4,0.7
CCOC(=O)Nc1ccc(NS(=O)(=O)c2ccc(C)cc2)cc1,0.1,-14.3,2.8,3.4,-5.4,-2.5,1.6,-5.2,2.8
COc1cccc(CC(=O)OCC(=O)N(C)CC(=O)Nc2ccc(Cl)c(C(F)(F)F)c2)c1,0.0,-1.3,-12.0,-29.7,2.6,3.7,7.5,-1.5,1.8
O=C1CN(S(=O)(=O)c2ccc(Cl)cc2)CC(=O)N1CCc1ccccc1,-0.1,-76.6,-2.8,1.0,0.1,0.0,0.4,11.5,-0.4
CCCN(CCC)CCCNC(=O)Cn1cnc2sc(C)c(S(=O)(=O)N3CCOCC3)c2c1=O,-0.4,-6.4,5.2,-23.3,3.5,-1.9,-0.9,-3.3,-3.3

(further entries)
compound,Efflux pump inh,PREPL inhibitor,LYPLA2 inh,JMJD2C inh,TPT1 inhibitor,Fh CTSL1 inh,PP5 inh,HCV core dimer,PP1 counter
O=C(NCC1CCS(=O)(=O)C1)Oc1ccccc1 (stereo not given),-0.1,-5.9,5.9,3.2,-1.2,-1.8,-0.2,-8.1,-1.8
COc1cccc(CNC(=O)[C@@H](C)N2C(=O)N3CCc4c([nH]c5ccc(OC)cc45)C3(C)C2=O)c1 (stereo not given in full),-0.2,9.0,3.8,40.1,-0.5,-3.0,0.9,1.2,1.7
COc1ccc(O)c(C(=O)c2cnn(C(=O)c3cc(C)oc3C)c2)c1,-0.1,-4.3,3.6,-4.0,-1.2,1.0,2.0,2.8,-1.5
COc1ccccc1OCc1nc2ccccc2s1,-0.2,-2.8,-0.2,3.0,4.6,0.4,-0.1,6.7,2.9
CCOC(=O)c1ccc(-n2c(CC)nc3ccccc3c2=O)cc1,-0.1,-4.7,3.2,-1.5,1.9,1.9,0.8,-2.0,-1.7
O=C(COC(=O)/C=C/c1ccc(OC(F)F)cc1)NCCN1C(=O)CSC1=O,0.1,1.1,-4.9,-15.2,-0.7,-6.8,-0.4,-1.1,-2.7
CCOc1cc(C)nc(N2CCN(C3CCCCC3)CC2)n1,-0.2,22.3,2.4,-8.1,-2.2,1.3,3.1,-4.2,-0.9
COc1ccc(CCNC(=O)CC2SC(=NCCc3ccccc3)NC2=O)cc1OC (stereo not given),0.2,-4.3,-7.9,-30.8,2.2,-7.5,-4.4,3.8,-6.1
CCOC(=O)C1(CCOc2ccccc2)CCN(Cc2cnc(SC)nc2)CC1,0.0,-1.2,18.2,-10.1,-5.3,3.7,0.5,1.2,1.0
Cc1ccccc1C(=O)Nc1ccccc1C(=O)N/N=C\c1ccco1,-0.3,-8.4,6.6,-2.4,1.9,2.3,2.4,-2.1,3.1
CCc1cc(C(=O)N2CCCC(CCC(=O)N3CCN(c4ccccn4)CC3)C2)no1 (stereo not given),-0.3,7.3,-3.5,-19.1,-9.8,3.4,0.4,0.9,3.1
Nc1[nH]ncc1N=Nc1ccc(Cl)cc1,0.1,15.6,-0.7,-44.7,-0.4,3.1,3.0,-11.4,3.4
CCOC(=O)/C(=C/c1c(C)n(C)c2ccc([N+](=O)[O-])cc12)C(C)=O,-0.1,2.0,-0.2,-6.3,-1.0,-1.8,1.3,0.8,1.7
CN(NC(=O)COc1ccccc1)c1ccccc1,-2.7,-3.4,-3.8,-0.8,-2.3,-3.9,0.6,-4.7,0.9

Source: PubChem BioAssay
